IL1B secr inh: qHTS for Inhibitors of Inflammasome Signaling: IL-1-beta AlphaLISA Primary Screen | THP-1 LPS/ATP IL-1B secretion, AlphaLISA, 16 h; stronger effect = lower value | activity change, % at 57.5 µM | 360,000 compounds, 4.7% hits; in the data active = activity change below about -50%; inconclusive = mostly about -30% to -49%; note: % is set by controls: 0 for no effect and ±100 for the full control effect
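THP-1 cells pretreated 1 hr with compounds (up to 57.5 uM final), then stimulated with LPS (250 ng/mL final) plus ATP (1.25 mM final); secreted IL-1B measured by AlphaLISA after 16 hr, decreased signal indicating inhibition.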
KB-3-1 cytotox: qHTS assay for MDR1-selective chemotherapeutics: Primary screen using the parental adenocarcinoma cell KB-3-1; KB-3-1 viability, CellTiter-Glo ATP luminescence, 72 h; Potency, µM (titrated, usually from 46.1 µM), without a hit: top-dose activity change, negative = cytotoxic, usual class: cytotoxic; 400,000 compounds, 1.4% hits; AID 1347075, 2019; note: potency is the fitted concentration of half-maximal effect; % is set by controls: 0 for no effect and ±100 for the full control effect; nearly all actives have a fitted effect of over 60% in size
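KB-3-1 cells, DMEM (no phenol red) + 10% FBS; compound by pin transfer, 72 h, 37 °C. Readout: CellTiter-Glo luminescence after 10 min. Data normalized, curve-fitted.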
WRN inhibitor: qHTS for Inhibitors of WRN Helicase; WRN helicase unwinding, fluorescent forked duplex, kinetic; Potency, µM (top dose mostly 114 µM), inactives show at the highest dose activity change, negative = inhibition, most hits filed as inhibitors; 360,000 compounds, 0.46% hits; note: potency is the fitted concentration of half-maximal effect; % is set by controls: 0 for no effect and ±100 for the full control effect; nearly all actives have a fitted effect of over 55% in size
Target sequence (Q14191 whole entry, looked up): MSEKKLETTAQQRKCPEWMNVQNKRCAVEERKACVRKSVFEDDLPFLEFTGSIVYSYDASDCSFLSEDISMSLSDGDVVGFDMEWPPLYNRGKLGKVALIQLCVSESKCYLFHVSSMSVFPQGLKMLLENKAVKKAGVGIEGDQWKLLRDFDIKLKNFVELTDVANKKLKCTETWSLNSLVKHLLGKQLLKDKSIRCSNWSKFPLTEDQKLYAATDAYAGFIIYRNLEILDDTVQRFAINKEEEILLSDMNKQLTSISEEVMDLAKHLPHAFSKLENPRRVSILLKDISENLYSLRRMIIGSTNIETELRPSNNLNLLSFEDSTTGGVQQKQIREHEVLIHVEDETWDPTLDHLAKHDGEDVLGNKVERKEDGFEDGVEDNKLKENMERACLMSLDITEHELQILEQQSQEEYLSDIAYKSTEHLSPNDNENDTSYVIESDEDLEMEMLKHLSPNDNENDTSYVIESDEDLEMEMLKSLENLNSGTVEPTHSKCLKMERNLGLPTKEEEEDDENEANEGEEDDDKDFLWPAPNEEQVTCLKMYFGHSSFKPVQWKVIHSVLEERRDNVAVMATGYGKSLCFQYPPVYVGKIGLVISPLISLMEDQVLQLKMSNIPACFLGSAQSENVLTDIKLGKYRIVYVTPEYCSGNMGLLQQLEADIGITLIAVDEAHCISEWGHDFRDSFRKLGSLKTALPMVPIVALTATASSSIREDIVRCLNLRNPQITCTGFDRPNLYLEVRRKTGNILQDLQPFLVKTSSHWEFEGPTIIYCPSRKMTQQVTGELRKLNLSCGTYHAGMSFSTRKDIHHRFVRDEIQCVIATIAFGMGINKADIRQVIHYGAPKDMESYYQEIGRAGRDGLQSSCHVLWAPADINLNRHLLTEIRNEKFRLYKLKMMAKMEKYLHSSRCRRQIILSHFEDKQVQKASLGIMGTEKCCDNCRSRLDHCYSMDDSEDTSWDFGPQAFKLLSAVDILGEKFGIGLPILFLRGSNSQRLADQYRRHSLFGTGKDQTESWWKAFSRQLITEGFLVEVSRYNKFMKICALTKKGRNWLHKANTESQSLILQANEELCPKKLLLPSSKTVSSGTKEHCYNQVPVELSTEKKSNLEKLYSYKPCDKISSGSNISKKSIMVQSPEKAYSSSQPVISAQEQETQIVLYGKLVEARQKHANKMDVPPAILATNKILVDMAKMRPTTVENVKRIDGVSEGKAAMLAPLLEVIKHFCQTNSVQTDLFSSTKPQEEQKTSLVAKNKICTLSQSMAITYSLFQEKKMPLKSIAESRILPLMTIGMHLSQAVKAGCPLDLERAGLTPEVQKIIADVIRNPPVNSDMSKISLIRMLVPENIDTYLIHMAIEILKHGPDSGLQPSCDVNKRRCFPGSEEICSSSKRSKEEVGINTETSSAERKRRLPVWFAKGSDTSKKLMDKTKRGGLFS
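Fluorescence dequenching readout, ex 525 nm/em 598 nm, kinetic mode: forked duplex DNA (100 nM final) with adjacent fluorophore and quencher unwound by WRN (20 nM final) with 2 mM ATP. Compound preincubation 15 min, room temperature.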
HT1080-NT tox: qHTS for induction of synthetic lethality in tumor cells producing 2HG: qHTS for the HT-1080-NT fibrosarcoma cell line; HT-1080-NT fibrosarcoma viability, CellTiter-Glo ATP luminescence, 48 h; Potency, µM (top dose mostly 46.1 µM), for inactives: at the top dose activity, negative = less viability, most hits filed as cytotoxic; 360,000 compounds, 1.6% hits;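 note: NT is the 2HG producing partner of a matched IDH1 knockdown line; potency is the fitted concentration of half-maximal effect; 0% = DMSO-treated cells and -100% = media-only wells without cells; nearly all actives have a fitted effect of over 55% in size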
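Compounds were tested in concentration-response format on HT-1080-NT cells for 48 hours at 37 degrees C. Cell viability came from CellTiter-Glo luminescence; curves were classified by r2, response magnitude and activity.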
KB-V1 cytotox: qHTS assay for MDR1-selective chemotherapeutics: Primary screen using the drug-selected MDR subline cells KB-V1; KB-V1 MDR cells viability, CellTiter-Glo, 72 h; 400,000 compounds, 3.4% hits; Potency, µM (highest dose often 46.1 µM), for the others: at the top dose activity change, negative = cytotoxicity, usual class: cytotoxic; AID 1347076, 2019; note: potency is the fitted concentration of half-maximal effect; % is set by controls: 0 for no effect and ±100 for the full control effect; nearly all actives have a fitted effect of over 60% in size
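Cytotoxicity toward P-gp-expressing KB-V1 cells was determined as loss of CellTiter-Glo luminescence after 72 h at 37 degrees C. Compounds were tested in quantitative HTS format across a concentration range, with curves fitted to normalized data.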
HT1080 IDH1KD tx: qHTS for induction of synthetic lethality in tumor cells producing 2HG: qHTS for the HT-1080-IDH1KD cell line | 360,000 compounds, 2% hits | Potency, µM (top dose mostly 46.1 µM), without a hit: at the top dose activity, negative = toxicity, most hits filed as cytotoxic | HT-1080 IDH1 knockdown viability, ATP luminescence, 48 h;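 note: potency is the fitted concentration of half-maximal effect; 0% = DMSO wells and -100% = cell-free medium wells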
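Luminescent ATP read-out (CellTiter-Glo, 10 min at room temperature) after 48 h compound exposure at 37 °C gave viability of IDH1-knockdown HT-1080 cells. Activity was normalised to DMSO and cell-free wells, then fitted as concentration-response curves.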
ATXN2 expr inh: Primary qHTS for Inhibitors of ATXN expression | HEK-293 ATXN2-luciferase reporter, luminescence, 24 h | Potency, µM (top dose mostly 57 µM), without a hit: top-dose activity change, negative = inhibition, usual class: inhibitors | 360,000 compounds, 0.72% hits | AID 1745845, 2022; note: potency is the fitted concentration of half-maximal effect; % is set by controls: 0 for no effect and ±100 for the full control effect; nearly all actives have a fitted effect of over 55% in size
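ATXN2-luciferase reporter cells (luciferase flanked by upstream and downstream ATXN2 gene portions) were treated 24 h at 37 °C with compounds at up to 57 uM. SteadyGlo luminescence gave expression; GF-AFC fluorescence gave viability.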
MCF10A rerep: A quantitative high throughput screen for small molecules that induce DNA re-replication in MCF 10a normal breast cells; MCF 10A DNA re-replication, Hoechst nuclear intensity, 48 h; 350,000 compounds, 2.9% hits; Potency, µM (top dose mostly 46.1 µM), inactives show top-dose activity, positive = re-replication, most hits filed as activators; note: potency is the fitted concentration of half-maximal effect; % of control where 0% means no effect; nearly all actives have a fitted effect of over 50% in size
SW480 rereplic: A quantitative high throughput screen for small molecules that induce DNA re-replication in SW480 colon adenocarcinoma cells | SW480 DNA re-replication, Hoechst DNA content imaging, 48 h | Potency, µM (top dose mostly 46.1 µM), inactives show top-dose re-replication activation, usual class: activators | 340,000 compounds, 1.8% hits; note: potency is the fitted concentration of half-maximal effect; % of control where 0% means no effect; nearly all actives have a fitted effect of over 55% in size
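SW480 cells exposed to compounds for 48 hr at 37 C, 5% CO2, then Hoechst-stained 40 min. Nuclear DNA content imaged by fluorescence scanning (405 nm excitation, 500-530 nm emission); re-replication scored as increased high-intensity nuclei.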
An asterisk follows results filed as active; ? = inconclusive; . = not tested or not shown; [ ] = another dose, or the depositor's remark. Unless noted, calls come from the whole dose curve; as a rule, active = well fitted curve in the direction sought with a large enough effect; inconclusive = small, poorly fitted or top-dose-only effect, or another doubt; inactive = no such curve, though single readings can be large; an effect the other way counts as inactive or inconclusive. Compounds were not picked by outcome. About 12% of those tested had a hit in this group.

SMILES	IL1B secr inh	KB-3-1 cytotox	WRN inhibitor	HT1080-NT tox	KB-V1 cytotox	HT1080 IDH1KD tx	ATXN2 expr inh	MCF10A rerep	SW480 rereplic
CCOC(=O)N1CCC(NC(=O)Cn2cccc2C(=O)c2ccccc2C)CC1	-17	1%	-10%	26%	1%	14%	16%	-3%	-2%
Cc1cc2c(nn1)CCc1nonc1-2	23	0%	-1%	12%	4%	3%	9%	?	-4%
O=C(c1cccs1)N(Cc1cc2ccccc2[nH]c1=O)CC1CCCO1 (configuration not stated)	-13	6%	-2%	13%	-25%	6%	-5%	-26%	-6%
CC1=C(C(N)=O)C(c2ccc(Cl)c(Cl)c2)n2ncnc2N1 (configuration not stated)	-5	12%	-4%	-4%	17%	2%	6%	4%	0%
Cc1nnc(SCC(=O)NNC(=O)c2ccc(F)cc2)n1Cc1ccccc1	-2	5%	2%	-7%	2%	5%	1%	1%	2%
Cc1nnc(SCC(=O)NCCN2C(=O)CSC2=O)s1	-24	12%	2%	0%	4%	2%	6%	2%	2%
Cc1cc([N+](=O)[O-])cnc1Sc1nccn1C	1	0%	-2%	-3%	-1%	0%	.	1%	-2%
Cc1cc(C)nc(N/N=C/c2c(CO)cnc(C)c2O)n1	45	14%	-3%	-12%	?	-17%	?	-5%	12µM*
CC(=O)c1ccc(OCCCCOc2ccc(C(C)=O)cc2)cc1	0	1%	5%	-2%	25%	-1%	.	19%	5%
CC(C)(C)c1ccc(Cn2nnc3c(=O)[nH]c(C4CCCN(C(=O)c5cccs5)C4)nc32)cc1 (configuration not stated)	?	-7%	-7%	?	13%	?	-17%	?	-3%
COC(=O)[C@@]1(Cc2ccc(F)cc2)[C@H]2C(CC(=O)C(=O)N3CCCC3)C(=O)C[C@H]2CN1C(=O)c1ccccc1 (some centres not stated)	-70*	5%	-4%	?	?	?	?	.	.
COc1ccc(-c2ccnc3c(Br)c(C)nn23)cc1	38	16%	1%	-3%	0%	-11%	-3%	?	26%
CC(=O)Nc1ccc(SCC(=O)NCC2(N3CCCCC3)CCCCC2)cc1	12	13%	-25%	2%	-3%	-3%	2%	6%	0%
COc1ccc(S(=O)(=O)Nc2ccccc2C(=O)N2CCOCC2)cc1OC	-8	-1%	-9%	9%	-12%	2%	10%	22%	6%
Cc1cc(NC(=O)COC(=O)C(C)Oc2ccc(Cl)cc2Cl)no1 (configuration not stated)	44	-5%	0%	22%	9%	2%	-5%	-1%	-11%
Cc1cc(C)cc(NS(=O)(=O)c2csc(C(N)=O)c2)c1	14	4%	2%	0%	9%	-9%	4%	11%	-8%
Nc1nonc1-n1nnc(C(=O)N/N=C/c2cccc(Cl)c2)c1CSc1ccc(Cl)cc1	18	-22%	-2%	-1%	3%	-3%	.	16%	-3%
Cc1ccc(CNC(=O)c2ccc(N3CCC4(CC3)CC(c3ccccc3)=NO4)c(NC(=O)c3ccccc3)c2)cc1	-21	5%	4%	-1%	3%	-1%	-4%	11%	-13%
CN(/N=C/c1c[nH]c2ccccc12)c1cnn(-c2ccc(F)c(Cl)c2)c(=O)c1Cl	42	-3%	-6%	1%	-27%	-17%	0%	?	17%
CN(C)C(/C=C/Nc1ccc(Br)cc1)=C(C#N)C#N	4	-2%	-5%	0%	5%	-4%	9%	-5%[9.22 µM]	-2%
Cc1cc(C)cc(OCC(=O)NC(C)c2ccccc2)c1 (configuration not stated)	12	-2%	0%	2%	-4%	13%	-7%	-1%	3%
CNc1cncc(C(=O)O)c1	2	6%	0%	0%	44%	15%	3%	-2%	-1%
COC(=O)c1ccc(Cn2nnc3c(=O)[nH]c(C4CCCN(S(=O)(=O)c5ccc(C)cc5)C4)nc32)cc1 (configuration not stated)	-1	-1%	-2%	-2%	-4%	6%	.	7%	-22%
Cc1ccc(NC(=O)COC(=O)c2ccc(F)cc2Cl)c(Br)c1	4	-3%	-3%	2%	-3%	3%	22%	15%	-1%
CCn1cc(C(=O)O)c(=O)c2cc(F)c(N3CCN(C(=S)NC(=O)c4ccc(Br)cc4)CC3)cc21	-89*	?	1%[57.1 µM]	3%	?	0%	-1%	?	?
CCN(c1ccccc1)S(=O)(=O)c1ccc(OC)c(NC(=O)CNCCc2ccccc2)c1	?	?	-15%	?	?	?	?	?	?
COc1ccc(NC(=S)N2CCN(Cc3ccccc3)CC2)c(OC)c1	15	3%	-2%	-1%	-5%	-4%	-4%	2%	-4%
Cc1ccc(S(=O)(=O)N(C)c2nonc2C)cc1	3	4%	0%	-2%	11%	1%	-1%	-2%	-6%
O=C(N/N=C/c1cccnc1)C(O)c1ccccc1 (configuration not stated)	7	7%	-6%	7%	1%	0%	11%	1%	-1%
CCC(C)NCCC(=O)Nc1ccc(Cl)c(S(=O)(=O)Nc2ccc(Cl)cc2)c1 (configuration not stated)	-51*	-8%	4%	?	-16%	15µM*	-17%	13µM*	26%

Single records, as listed above.
COc1ccc(NC(=S)N2CCN(Cc3ccccc3)CC2)c(OC)c1 reads IL1B secr inh = 15; KB-3-1 cytotox = 3%; WRN inhibitor = -2%; HT1080-NT tox = -1%; KB-V1 cytotox = -5%; HT1080 IDH1KD tx = -4%; ATXN2 expr inh = -4%; MCF10A rerep = 2%; SW480 rereplic = -4%
O=C(N/N=C/c1cccnc1)C(O)c1ccccc1 (configuration not stated) reads IL1B secr inh = 7; KB-3-1 cytotox = 7%; WRN inhibitor = -6%; HT1080-NT tox = 7%; KB-V1 cytotox = 1%; HT1080 IDH1KD tx = 0%; ATXN2 expr inh = 11%; MCF10A rerep = 1%; SW480 rereplic = -1%

Next section.
SMILES	IL1B secr inh	KB-3-1 cytotox	WRN inhibitor	HT1080-NT tox	KB-V1 cytotox	HT1080 IDH1KD tx	ATXN2 expr inh	MCF10A rerep	SW480 rereplic
CCc1nnc(NC(=O)COc2ccc([N+](=O)[O-])cc2)s1	7	1%	7%	5%	19%	7%	4%	?	8%
C[C@@H]1CN([C@H](C)CO)C(=O)CCCn2cc(nn2)CO[C@H]1CN(C)C(=O)Nc1ccnc(N2CCOCC2)c1	16	32%	3%	5%	0%	13%	1%	.	.
Cc1cc(C)cc(N(CC(=O)NCc2ccco2)S(=O)(=O)c2ccccc2)c1	-24	-9%	2%	-4%	?	-4%	-14%	2%	-1%
Cc1ccc(S(=O)(=O)N2CCN(C(=O)COC(=O)c3cccnc3Cl)CC2)c(C)c1	8	-1%	0%	0%	0%	3%	.	7%	-9%
C/C(O)=C(\C#N)c1nc2ccccc2[nH]1	-2	13%	4%	13%	13%	6%	-4%	12%	-14%[9.22 µM]
Cn1cnnc1SCC(=O)Nc1ccc(F)cc1F	-10	-22%	-4%	-16%	16%	4%	4%	-1%	-21%
COc1ccc(C(C(=O)c2ccccc2)c2ccccc2)cc1 (configuration not stated)	-6	?	-4%	-25%	?	-2%	.	.	.
Cc1ccc(Cn2c(N3CCN(CCO)CC3)nc3c2c(=O)n(C)c(=O)n3C)cc1	-52*	19%	3%	12%	7%	19%	4%	0%	3%
O=C(c1cccc(F)c1)N1CCN(S(=O)(=O)Cc2ccccc2)CC1	11	8%	-2%	8%	0%	15%	-10%	-1%	-8%
Cc1ccnc2nc(C(=O)OCC(=O)N(C)C3CCCCC3)nn12	-5	-2%	23%	-5%	?	1%	.	.	.
Cc1cccc(NC(=O)CCN2CCCC(C)C2)c1 (configuration not stated)	5	10%	-6%	8%	24%	0%	2%	1%	5%
CCOc1ccc2[nH]c(=O)c(CN(CCO)C(=O)c3ccc(OC)c(OC)c3)cc2c1	-10	7%	4%	-3%	9%	-7%	1%	-16%	-2%
CCOC(=O)c1c(NC(=O)CSc2ncccn2)sc2c1CCN(Cc1ccccc1)C2	-6	?	0%	-24%	1%	?	-30%	?	20%
CSc1ncccc1C(=O)OCC(=O)c1cc(C)n(C)c1C	-9	-11%	-5%	7%	?	12%	56%[activator]	0%	-1%
CCOc1ccc(CN(C)C(=O)c2ccc(NC(=O)CC3SC(N4CCCC4)=NC3=O)cc2)cc1 (configuration not stated)	0	-17%	9%	-3%	-4%	0%	-23%	-29%	-2%
COc1cccc2cc(C(C)N(CCCN3CCOCC3)C(=S)Nc3cccc(C)c3C)oc12 (configuration not stated)	-25	14%	0%	-2%	0%	6%	-11%	8%	5%
O=C(NCCc1ccccc1)c1ccc2c(c1)OCCCO2	-4	-5%	-5%	-1%	-13%	-20%	0.71µM*	1%	-2%
COc1cccc(CNC(=O)C2CCCN(S(=O)(=O)c3cccc4nonc34)C2)c1 (configuration not stated)	11	2%	-13%[57.1 µM]	?	-1%	0%[9.24 µM]	-5%	?	?
COc1ccc(CCC(C(O)C(F)(F)F)S(=O)c2ccccc2)cc1 (configuration not stated)	-26	-4%	-2%[57.1 µM]	-3%	?	-2%[9.24 µM]	0%	?	14%
CN=C1S/C(=C\c2ccc(O)c(OC)c2)C(=O)N1C	-24	-5%	-28%	-30%	-18%	-17%	62%[activator]	?	-12%[9.22 µM]
CCn1c(N2CCN(Cc3ccc([N+](=O)[O-])cc3)CC2)nc2ccccc21	-18	-9%	1%	-3%	?	-8%	.	1%	-15%
COc1ccc(CC2(CO)CCN(Cc3cc4ccccc4o3)CC2)cc1	-80*	-30%	2%	?	?	-23%	-25%	?	8%
NC(=O)c1cc(Cl)ccc1OCC(=O)N1CCCc2ccccc21	-6	0%	6%	6%	-4%	-5%	33%[activator]	-3%	-5%

Bioassay records as filed in PubChem.
